Bioassay records deposited in PubChem by National Center for Advancing Translational Sciences (NCATS).
Pol iota inh: DNA polymerase iota (human) inhibition; actives 1% (n = 390,000); Potency, µM (series often up to 115 µM), without a hit: at the top dose activity, negative = inhibition, hits mostly inhibitors; Pol iota fluorescent replication assay, 10 min; Q9UNA4
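Pol iota at 10 nM preincubated 15 min with compounds at room temperature; reaction started with fluorescent substrate, 50 nM final. Fluorescence read kinetically at 0 and 10 min; buffer-only wells as negative control.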
POLH inh: DNA polymerase eta (human) inhibition. recombinant Pol eta, fluorescent DNA replication assay. AID 588591. actives 1.2% (n = 390,000). Q9Y253. Potency, µM (series often up to 114 µM), inactives show top-dose activity change, negative = inhibition, most hits filed as inhibitors; also: % is scaled to controls: 0 for no effect and ±100 for the full control effect
Target sequence (Q9Y253 whole entry, looked up): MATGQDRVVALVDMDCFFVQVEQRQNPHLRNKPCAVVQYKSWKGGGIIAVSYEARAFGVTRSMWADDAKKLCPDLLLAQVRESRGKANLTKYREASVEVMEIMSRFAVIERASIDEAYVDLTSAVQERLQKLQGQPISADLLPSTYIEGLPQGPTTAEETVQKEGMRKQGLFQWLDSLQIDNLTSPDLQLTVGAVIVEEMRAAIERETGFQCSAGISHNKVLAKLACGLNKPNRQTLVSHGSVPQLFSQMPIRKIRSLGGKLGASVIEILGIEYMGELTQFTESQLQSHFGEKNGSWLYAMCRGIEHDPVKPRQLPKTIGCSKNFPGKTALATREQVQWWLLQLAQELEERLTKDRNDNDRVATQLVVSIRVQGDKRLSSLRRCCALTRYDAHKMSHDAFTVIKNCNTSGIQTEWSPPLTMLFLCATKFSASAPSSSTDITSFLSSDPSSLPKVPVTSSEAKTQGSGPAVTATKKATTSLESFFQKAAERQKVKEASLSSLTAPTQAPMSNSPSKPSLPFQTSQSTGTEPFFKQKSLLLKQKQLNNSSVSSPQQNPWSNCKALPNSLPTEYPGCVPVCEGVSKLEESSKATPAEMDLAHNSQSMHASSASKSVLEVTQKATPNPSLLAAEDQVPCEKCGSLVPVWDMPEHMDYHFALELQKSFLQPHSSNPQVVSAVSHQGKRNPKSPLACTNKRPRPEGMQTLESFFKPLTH
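Pol eta at 10 nM preincubated with compounds 15 min at room temperature; reaction started with fluorescent substrate (50 nM final) and read kinetically at 0 and 10 min.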
Pol kappa inh: blocks human DNA polymerase kappa activity; purified Pol kappa, fluorescent DNA synthesis assay, 10 min; actives 0.53% (n = 400,000); Potency, µM (top dose mostly 107 µM), for inactives: at the top dose activity, negative = inhibition, most hits filed as inhibitors; Q9UBT6; also: % is scaled to controls: 0 for no effect and ±100 for the full control effect
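10 nM Pol kappa preincubated 15 min at room temperature with compounds, then reaction started with substrate at 50 nM final. Fluorescence read kinetically at 0 and 10 min; buffer-only wells served as negative control.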
BAZ2B block: BAZ2B (human) inhibition; AID 504333; AlphaScreen BAZ2B-H3K14Ac peptide displacement; actives 4.4% (n = 360,000); Potency, µM (doses to about 114 µM), for the others: top-dose activity change, negative = inhibition, hits mostly inhibitors; also: % is scaled to controls: 0 for no effect and ±100 for the full control effect; nearly all actives have a fitted effect of over 60% in size
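Inhibition is scored as reduced AlphaScreen emission. The BAZ2B/b-H3(5-23)K14Ac complex (50 nM each) in PBS pH 7.4, 0.01% Tween-20 meets compound (up to 110 uM) for 30 min at RT before bead addition.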
Pol beta inh: blocks human DNA polymerase beta activity | Potency, µM (highest dose often 114 µM), inactives show at the top dose activity change, negative = inhibition, most hits filed as inhibitors | Pol beta primer extension/strand displacement, fluorescence kinetic | P06746 | AID 485314 | actives 1.3% (n = 340,000); also: % is scaled to controls: 0 for no effect and ±100 for the full control effect
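10 nM enzyme + cpd, 15 min RT; start with substrate 50 nM final; read 0 min and after 10 min RT. Corrected, normalized data; 4-parameter Hill curve fit.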
Anesthetic bind: binds horse apoferritin like a general anesthetic; P02791; apoferritin/1-aminoanthracene competitive binding, fluorescence; Potency, µM (series often up to 77.5 µM), for the others: at the highest dose activity change, negative = displacement, most hits filed as inhibitors; actives 0.074% (n = 350,000); also: % is scaled to controls: 0 for no effect and ±100 for the full control effect; nearly all actives have a fitted effect of over 20% in size
Target sequence (P02791 2-175 limits assumed): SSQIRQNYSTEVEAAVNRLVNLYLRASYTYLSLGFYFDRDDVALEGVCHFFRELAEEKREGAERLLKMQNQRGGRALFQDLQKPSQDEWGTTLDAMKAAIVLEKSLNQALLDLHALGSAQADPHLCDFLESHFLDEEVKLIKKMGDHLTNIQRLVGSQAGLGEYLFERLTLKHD
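Read-out: endpoint 1-AMA fluorescence, excitation 380 nm and emission 535 nm, after compounds sit 10 min at room temperature with 10 uM horse-spleen apoferritin in 50% saturated 1-AMA/PBS. Values come from four-parameter Hill fits.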
APEX1 inh: blocks human APE1 abasic DNA cleavage. recombinant APE1, TAMRA/BHQ-2 abasic DNA cleavage fluorescence. actives 0.35% (n = 350,000). Potency, µM (top dose mostly 65.8 µM), for the others: top-dose activity change, negative = inhibition, actives largely listed as inhibitors. P27695;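 also: plate controls were vehicle for no effect and reference inhibitor for full effect; nearly all actives have a fitted effect of over 55% in size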
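APE1 at 0.75 nM preincubated 15 min at room temperature with compound. Reaction then started with 50 nM double-stranded THF-abasic substrate labelled with TAMRA/BHQ-2, and 525/598 nm fluorescence read kinetically. Activity taken as third-minus-first read difference, normalized to DMSO and NSC13755 controls.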
G9a block: G9a (human) methyltransferase inhibition; Q96KQ7; G9a H3K9 monomethylation, AlphaScreen, 2 h; Potency, µM (doses to about 102 µM), for the others: top-dose activity, negative = inhibition, actives largely listed as inhibitors; actives 8.8% (n = 350,000); AID 504332; also: % is scaled to controls: 0 for no effect and ±100 for the full control effect; nearly all actives have a fitted effect of over 75% in size
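Enzyme 20 nM + cpd, 15 min RT; add b-H3K9 pep 500 nM / SAM 20 uM; 2 h RT; anti-H3K9me1 Ab 0.5 ug/mL + SA donor / anti-rabbit acceptor beads 20 ug/mL each, 10 min; AlphaScreen read.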
BLM helicase inh: blocks DNA unwinding by human BLM helicase | P54132 | recombinant BLM DNA unwinding, fluorescence dequenching | Potency, µM (titrated, usually from 56.1 µM), for inactives: at the highest dose activity change, negative = inhibition, most hits filed as inhibitors | actives 0.2% (n = 350,000) | AID 2528;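 also: plate controls were vehicle for no effect and no enzyme for full effect; nearly all actives have a fitted effect of over 35% in size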
Starred values were filed as active, the others as inactive; ? = inconclusive; · = not tested or not shown; & = joins results of further samples; ! = repeats disagree; [ ] = another dose, or the depositor's remark. Calls follow the shape of the dose curve; as a rule, active = well fitted curve in the direction sought with a large enough effect; inconclusive = small, poorly fitted or top-dose-only effect, or another doubt; inactive = no such curve, though single readings can be large; an effect the other way counts as inactive or inconclusive. Potency is read from the fitted curve at half-maximal effect.

Values run as follows: Pol beta inh | BLM helicase inh | Pol kappa inh | Anesthetic bind | Pol iota inh | G9a block | BAZ2B block | APEX1 inh | POLH inh
CC12CCC(C1)C(C)(C)C2OC(=O)c1ccccc1C(=O)O (stereo unspecified)
  16% | 1% | 0% | -2% | 3% | · | 3% | -7% | 1%
COc1ccc(CCNC(=O)Cn2ccc3c(OC)cccc3c2=O)cc1OC
  11% | 1% | -1% | 1% | 13% | 15% | -9% | ? | -16%
CCc1nn(CC(=O)NC(C)CCc2ccccc2)c(=O)c2cc3c(OC)cccc3n12 (stereo unspecified)
  -18% | -1% | 1% | -5% | -20% | 26%[59 µM] | 2% | · | 3%
O=C(N[C@@H](c1ccccc1)[C@@H]1C[C@H]1C(=O)NCc1ccccn1)OCc1ccccc1
  49% | 4%&-1% | -10% | -9%&-5% | -7% | ? | -6% | 21%&11% | -14%
CNCCC(Oc1ccccc1C)c1ccccc1 (stereo unspecified)
  15%[57.1 µM] | · | -11%[60.1 µM] | · | 9%[58.9 µM] | 21µM*! | · | 3% | -6%[57.1 µM]
CCCn1c(C2CCCN2c2nc(-c3ccc(OC)cc3)cs2)nc2ccccc21 (stereo unspecified)
  11% | -6% | -7% | -11% | ? | · | ? | -8% | -9%
COc1cccc(NC(=O)N2CCCC2C(=O)NCc2ccccc2F)c1 (stereo unspecified)
  34% | 0% | 9% | -1% | -6% | · | 2% | -9% | -4%
COc1ccc(N2C(=O)C(Cl)=C(Nc3ccc(OC)cc3OC)C2=O)cc1
  1% | -2% | -13% | -15% | 97%[activator] | ? | 17% | 5% | 9%
Cc1ccc(S(=O)(=O)N2CCCCC2)cc1C(=O)OC(C)C(=O)NCC1CCCCC1 (stereo unspecified)
  · | · | -12% | · | -7% | ? | 10% | -39% | -13%
Cc1cccc(NC(=O)COc2ccc(Br)cc2)n1
  -13% | -5% | 0% | -4% | -15% | 15%[12.7 µM] | 9% | -1% | -7%
COCCNC(=O)c1onc(CCl)c1C(=O)OC
  64% | -1% | -5% | -7% | -8% | -40%[59 µM] | 44%[activator] | -2% | -3%
COc1cc(NC(=O)CN(C)S(=O)(=O)c2ccc3c(c2)CC(C)N3C(C)=O)cc(OC)c1OC (stereo unspecified)
  -6% | 2% | -8% | -6% | 36%[activator] | -8% | -31% | -3% | -3%
Cc1cc(C)c(C)c(OCCOCCN2CCOCC2)c1
  -18% | 2% | -6% | -4% | 8% | 5%[59 µM] | 9% | 8% | 6%
Cc1ccc(Cc2cc(-c3ccc(C)cc3)n[nH]c2=O)cc1
  -11% | -2% | 2% | -24% | 10% | 4% | -6% | -7% | -21%
CCOc1ccc(OCC)c(NC(=O)c2cc(C)nc3c2c(C)nn3-c2cccc(Cl)c2C)c1
  3% | 2% | 0% | 5% | -2% | -3%[59 µM] | 5%[57.1 µM] | · | -13%
C/C(CCc1ccccc1)=N\NC(=O)C(=O)Nc1cccc(Cl)c1
  32%[activator] | -3% | 2% | -14% | -4% | 16% | -2% | -9% | -2%
Cc1ccc2c(c1)C(C)(C)[C@]1(C)NC(=O)CCN21
  22% | 1% | -6% | 0% | -2% | ? | ? | ? | 0%
COc1ccc2nc(C)cc(Nc3ccccc3O)c2c1
  4% | 47%[activator] | -12% | -7% | 14% | -50% | -22% | -7% | -16%
O=C1c2cccnc2C(O)N1C1CCCCC1 (stereo unspecified)
  17% | -1% | 5% | -11% | ? | -18% | -3% | 0% | -8%
CN(C)C(=O)CN1C(=O)c2cccc3cccc1c23
  10% | -3% | 6% | 72%[activator] | 36%[activator] | · | 25% | 10% | -8%
O=C(c1ccccc1)c1ccc2nc[nH]c2c1
  5% | -3% | -2% | -1% | -16% | 5%[59 µM] | 8% | -2% | -9%
CCCCCCCCNC(=O)c1cccnc1SCC(=O)Nc1ccccc1OC
  11% | -1% | -11% | -4% | -9% | 21% | -8% | 0% | 7%
COCCNC(=S)N/N=C(\C)c1ccc(Cl)c(Cl)c1
  -17% | -1% | -6% | -14% | 6% | 14% | -14% | 8% | -3%
COc1ccc(OC)c(N(CC(=O)Nc2ccc3c(c2)OCCO3)S(C)(=O)=O)c1
  6% | -2% | -6% | -12% | 12% | -8% | -5% | -4% | 4%
CC12CN3CC(C)(CN(C1)C3c1ccccc1)C2O (stereo unspecified)
  1% | -3% | -8% | -19% | 26% | 1% | -19% | 10% | -11%
CN(CC(=O)Nc1ccc(S(N)(=O)=O)cc1)c1ccccc1
  0% | 2% | -9% | -14% | 2% | -38%[12.7 µM] | -6% | -2% | 2%
CCOC(=O)CN1N=C(c2ccc(Cl)cc2)CCC1=O
  55% | 0% | -4% | -1% | 41%[activator] | -12% | 14% | -14% | -5%
O=C(CN1CCCC1)N1c2ccccc2C=Cc2ccccc21
  4% | -1% | -2% | -7% | 20% | 18%[12.7 µM] | -16% | 14% | -22%
CCOC(=O)c1cc(=O)c2ccc(OCC(=O)Nc3ccc(F)cc3)cc2o1
  33% | -4% | 1% | 5% | 18% | · | 6% | 10% | 21%
O=C(NC(Cc1ccccc1)c1nc2ccccc2[nH]1)C1CC(=O)N(c2ccc3c(c2)OCCO3)C1 (stereo unspecified)
  11% | 0% | 0% | -21% | ? | 13µM* | ? | -7% | ?
CN(NC(=O)c1ccccc1Cl)c1ncc(C(F)(F)F)cc1Cl
  2% | -14% | 4% | -1% | 30%[activator] | -3% | 3% | -2% | -17%
COc1ccc(NC(=O)/C(C#N)=C/c2ncc([N+](=O)[O-])n2C)c(OC)c1
  17% | -4% | -2% | -17% | 10% | -22% | 0% | -2% | 2%
COc1ccc(-n2cnc3cc(C(=O)N4CCOCC4)ccc32)cc1
  38% | -3% | 10% | -2% | ? | -36% | -30% | 30% | -5%
CN(C)S(=O)(=O)c1ccc(C(=O)Nc2c(C(=O)Nc3ccc(F)cc3)oc3ccccc23)cc1
  11% | -6% | -15% | -7% | 18% | -28%[59 µM] | -14% | · | -10%
CS(=O)(=O)Nc1ccc(S(=O)(=O)Nc2nccs2)cc1
  1% | -2% | 4% | 0% | -6% | -24%[12.7 µM] | 0% | 4% | -15%
CC(CC(=O)O)n1nnc2ccccc21 (stereo unspecified)
  16% | 0% | 0% | 2% | 8% | 15% | -3% | -6% | -8%
CN(C)c1ccc(-c2nccc(Nc3ccc(F)cc3)n2)cc1
  · | -18% | -8%[60.1 µM] | · | · | 1%[0.501 µM] | · | -4% | ·
CCN1C(=O)[C@H]2[C@@H](c3ccc(-c4ccc(C(C)=O)cc4)cc3)N[C@@](C)(C(=O)OC)[C@H]2C1=O
  · | · | 0% | · | ? | · | · | -7% | -11%
COc1ccc(C(CCNCc2ccc(N(C)C)cc2)C(C)C)cc1 (stereo unspecified)
  -11% | -3% | -10% | -5% | 3% | 32µM* | 25µM* | 0% | -16%
O=C1NC(=O)/C(=C/c2ccco2)N1
  · | · | 3% | · | 50%[activator] | 6%[0.501 µM] | 9% | 25% | -9%

Marked active in G9a block, among the entries above:
SMILES	BLM helicase inh	Pol kappa inh	Anesthetic bind	Pol iota inh	G9a block	BAZ2B block	POLH inh
CNCCC(Oc1ccccc1C)c1ccccc1 (stereo unspecified)	·	-11%[60.1 µM]	·	9%[58.9 µM]	21µM*!	·	-6%[57.1 µM]
O=C(NC(Cc1ccccc1)c1nc2ccccc2[nH]1)C1CC(=O)N(c2ccc3c(c2)OCCO3)C1 (stereo unspecified)	0%	0%	-21%	?	13µM*	?	?
COc1ccc(C(CCNCc2ccc(N(C)C)cc2)C(C)C)cc1 (stereo unspecified)	-3%	-10%	-5%	3%	32µM*	25µM*	-16%

New compounds follow:
Values run as follows: Pol beta inh | BLM helicase inh | Pol kappa inh | Anesthetic bind | Pol iota inh | G9a block | BAZ2B block | APEX1 inh | POLH inh
Nc1cc(=O)[nH]c(SCC(=O)N2N=C(c3ccc(Cl)cc3)CC2c2ccco2)n1 (stereo unspecified)
  25% | -3% | -4% | ? | ? | ? | ? | 2% | ?
COC(=O)c1nc2nc(C)cc(=O)n2[nH]1
  -2% | 1% | -9% | 51%[activator] | -3% | 3%[59 µM] | -23% | 0% | -5%
COc1ccc([N+](=O)[O-])c2c(=O)ccoc12
  23% | -3% | -4% | -12% | 11% | -1%[59 µM] | 5% | 2% | -17%
CCCCNC(=O)OCC(CC)NC(=O)OC(C)C (stereo unspecified)
  24% | 2% | -2% | -12% | 21% | 7% | 3% | 3% | -14%
CC1CN2C(c3ccc([N+](=O)[O-])cc3)=CSC2=N1 (stereo unspecified)
  10% | 4% | 2% | -10% | 127%[activator] | 14%[0.501 µM] | -6% | 18% | -17%
Cc1cc2ccccc2cc1CN1CCCCC1
  1% | 1% | 2% | -2% | 16% | 14% | -6% | 29% | -20%
O=[N+]([O-])c1cccc(/C=N/n2cnnc2)c1
  13% | -6% | -16% | -2% | 23% | · | 3% | 18% | -8%
Cc1ccc(/C=N/NC(=S)NC(C)C)o1
  13% | -2% | -3% | 51%[activator] | 20% | -42%[59 µM] | -7% | 2% | 0%
O=c1[nH]c2ccccc2c(=O)n1Cc1ccco1
  -8% | 2% | 10% | -23% | 2% | 2% | 9% | 2% | 3%
O=C(COc1ccccc1Cl)NCC(c1cccs1)N1CCOCC1 (stereo unspecified)
  · | · | -1% | · | 43%[activator] | 25%[59 µM] | -5% | -3% | -11%
COc1ccc(S(=O)(=O)Nc2ccccc2C(=O)NCc2ccco2)cc1Br
  -6% | -7% | -31% | -14% | ? | ? | ? | 0% | ?
S=C(NCc1ccncc1)NC1CCCC1
  16% | -4% | 5% | -3% | 79%[activator] | 50µM* | -17% | -4% | 5%
COc1ccc(Cn2c(CCC(=O)N3CCN(c4ccccn4)CC3)nc3ncccc3c2=O)cc1
  28% | 0% | -12% | -17% | 1% | -8%[59 µM] | -8% | 1% | -8%
Cc1nc2cc(-c3cccc(F)c3)nn2c(C)c1CCC(=O)NC(C)c1ccc2c(c1)OCCO2 (stereo unspecified)
  5% | -1% | -23% | -12% | -5% | 10% | -5% | -4% | -8%
CC(C)CNc1cc(=O)n(C)c(=O)n1C
  -26% | -3% | 0% | 5% | 0% | 3%[59 µM] | 0% | -1% | -3%

A portion of the library; the hit share may differ from the screen's.
